Source: PubChem
Epigenetic reg – regulators of epigenetic silencing causing reporter derepression in mouse cells; Potency, µM (highest dose often 53.9 µM), without a hit: top-dose GFP activation, most hits filed as activators; murine LDR cells, GFP reporter derepression, 30 h; 280,000 compounds, 0.2% hits; AID 1865; active means well fitted activation curve with a large enough effect; inconclusive means small, poorly fitted or top-dose-only effect; further: % of control where 0% means no effect; nearly all actives have a fitted effect of over 60% in size
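Readout is the number of GFP-expressing murine LDR cells, counted by cytometry following washing. Cells were treated with compound for 30 h at 37 C; the stably integrated CMV-GFP locus is normally silent.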
Active calls of the source: *; ? = inconclusive. Potency means the concentration at half of the fitted maximal effect. An excerpt (hit frequency here may not be typical).

SMILES,Epigenetic reg
C[C@H](NC(=O)OC(C)(C)C)c1nnc(SCc2c(F)cccc2Cl)o1,-2.2%
CCc1ccc(NC(=O)Cn2c(=O)n(Cc3nc(-c4ccccc4)no3)c(=O)c3cc4c(cc32)OCO4)cc1,0.5%
COc1ccc(-c2cn3c(n2)sc2cc(C(=O)NCCc4ccc(OC)cc4OC)ccc23)cc1,0.0%
CC(=O)Nc1ccc(NC(=O)C2CCN(S(=O)(=O)c3ccc4c(c3)CCCC(=O)N4)CC2)cc1,2.5%
CCN(c1ccccc1)S(=O)(=O)c1ccc2[nH]cc(C(=O)NCc3ccc(C)cc3)c(=O)c2c1,0.0%
O=S(=O)(NCCc1csc2nc(-c3ccc(Cl)cc3)nn12)c1cccs1,-1.3%
Cc1cc(Nc2ccccc2O)nc(C)n1,-1.6%
COc1ccc(CNC(=O)CCC2N=C3c4ccccc4N=C(SCc4ccccc4F)N3C2=O)cc1 (stereo not drawn),1.3%
CCOc1ccc(CNC(=O)C2CCN(S(=O)(=O)N3CCCCC3)CC2)cc1,0.5%
Cc1ccc(C2c3cccn3CCN2S(=O)(=O)c2ccc([N+](=O)[O-])cc2)cc1 (stereo not drawn),-0.4%
CC(=O)c1ccc(C(=O)N(Cc2cccnc2)c2nc3c(C)c(C)ccc3s2)cc1,0.7%
CC(=O)N1CCCc2cc(S(=O)(=O)N(C)CC(=O)Nc3cccc(C)c3C)ccc21,0.0%
CCOc1ccc(CC(=O)NCc2ccc3c(c2)CCN3C(=O)c2ccc(F)cc2)cc1OCC,0.0%
COc1cccc(-c2nc(Cn3c(=O)cc(C)c4c(C)nn(-c5ccccc5)c43)c(C)o2)c1OC,1.1%
COc1ccc(CCNC(=O)c2ccc3nc(CCc4ccccc4)oc3c2)cc1OC,-1.7%
O=C(c1ccco1)N(Cc1cccnc1)c1nc2c(F)cccc2s1,16%
CC1=C(C(=O)Nc2ccccc2C)C(c2sccc2C)n2ncnc2N1 (stereo not drawn),-1.7%
Cc1ccc(NC(=O)c2nc(S(C)(=O)=O)ncc2N(Cc2ccco2)Cc2ccco2)cc1,1.6%
O=C(c1ccc(F)cc1)N1c2nc(-c3ccco3)nn2C2(CCCCC2)[C@@H]2CCCC[C@@H]21,-2.2%
CC1=C(C(=O)Nc2ccc(C)cc2C)C(c2ccc([N+](=O)[O-])cc2)n2ncc(C(=O)Nc3ccc(F)cc3)c2N1 (stereo not drawn),-0.4%
CCOc1ccc(-c2ccc(NS(=O)(=O)c3cc(C)c(C)cc3C)cc2)nn1,6.8%
CCOc1ccc(NC(=O)C(CC(C)C)N2Cc3ccccc3C2=O)cc1 (stereo not drawn),-1.2%
Cc1cc(C(=O)NCc2ccc(Cl)cc2)c2c(C)nn(-c3ccccc3)c2n1,0.0%
CCC(C)n1c(=O)c2sccc2n2c(CCCC(=O)N3CCN(c4ccccc4)CC3)nnc12 (stereo not drawn),1.1%
COc1cccc(C(=O)c2cn(CC(=O)NCc3ccccc3)c3nc(C)ccc3c2=O)c1,?
CC(=O)c1cc(-c2ccccc2)n(CCC(=O)NCc2ccc(C)cc2)c1C,0.0%
COc1ccc(CCNC(=O)C(=O)NCC(c2cccs2)S(=O)(=O)c2cccs2)cc1 (stereo not drawn),2.7%
COc1ccc(CN2CCc3c(c(=O)n4ncc(C(=O)N5CCN(c6ccc(F)cc6)CC5)c4n3C)C2)cc1,1.7%
CCCc1nn2c(=O)cc(COC(=O)C3CCCCC3)nc2s1,2.9%
Cn1c(SCC(=O)Nc2ccccc2F)nc2c([nH]c3ccccc32)c1=O,11%
Clc1ccccc1CN1CCc2nc(N3CCN(c4ncccn4)CC3)ncc2C1,8.4%
COc1ccc(-c2cn3nc(N4CCC(C(=O)NCc5ccc(F)cc5)CC4)sc3n2)cc1,-1.2%
CCS(=O)(=O)N1CCc2cc(C(=O)NCc3ccc(OC)cc3)ccc21,-2.4%
COc1ccc(C(=O)Nc2nnc(S(=O)(=O)N(CC(C)C)c3ccc(C)cc3)s2)cc1OC,0.8%
CCOc1ccccc1CNC(=O)c1cc(-c2ccc(OC)cc2)nc2ccc(C(C)C)cc12,3.0%
Clc1cccc(-n2ncc3c(NCCCn4ccnc4)ncnc32)c1,-0.7%
COc1ccc(-c2cn3nc(SCC(=O)Nc4ccccc4F)ccc3n2)cc1,0.7%
COc1ccc(NS(=O)(=O)c2cc(-c3onc(C)c3C)ccc2C)c(OC)c1,2.7%
CCOC(=O)c1ccc2c(c1)N(Cc1ccc(F)cc1Cl)C(=O)c1ccccc1S2(=O)=O,2.8%
CCOC(=O)c1c(NC(=O)c2ccc(S(=O)(=O)N(C)C3CCCCC3)cc2)sc2c1CCN(C(C)C)C2,?
COc1ccc(C(C)=O)cc1CSc1nc(NCc2ccc(Cl)cc2)c2ccccc2n1,-1.3%
Cc1ccc(C)c(S(=O)(=O)NCC(c2ccco2)S(=O)(=O)c2ccc(F)cc2)c1 (stereo not drawn),3.3%
O=C(CSc1nc2c([nH]c3ccccc32)c(=O)n1-c1ccc(F)cc1)NCc1ccccc1,0.8%
CCC(=O)Nc1ccccc1C(=O)OCc1cc(=O)n2cc(C)sc2n1,-4.7%
COc1ccccc1CNC(=O)CN1C(=O)CCCc2ccccc21,-0.4%
COc1ccc(CCNC(=O)c2cnc3sc(N4CCCC4)nn3c2=O)cc1OC,0.0%
O=c1cc2nc(-c3ccccc3F)nc(SCc3ccc(Br)cc3)n2[nH]1,5.0%
COc1ccc(OC)c(NC(=O)N2CCN(Cc3nc4ccc(C)cc4o3)CC2)c1,-4.7%
CCOC(=O)c1ccc(NC(=O)CC(C)n2nc(C)cc2C)cc1 (stereo not drawn),1.5%
O=C(Cn1cc(S(=O)(=O)Cc2ccc(F)cc2)c2ccccc21)NCCc1ccccc1,-0.2%

Fetched by structure from the entries so far, seven records:
SMILES,Epigenetic reg
COc1ccccc1CNC(=O)CN1C(=O)CCCc2ccccc21,-0.4%
O=C(CSc1nc2c([nH]c3ccccc32)c(=O)n1-c1ccc(F)cc1)NCc1ccccc1,0.8%
COc1ccc(OC)c(NC(=O)N2CCN(Cc3nc4ccc(C)cc4o3)CC2)c1,-4.7%
Cn1c(SCC(=O)Nc2ccccc2F)nc2c([nH]c3ccccc32)c1=O,11%
COc1ccc(-c2cn3nc(SCC(=O)Nc4ccccc4F)ccc3n2)cc1,0.7%
CCS(=O)(=O)N1CCc2cc(C(=O)NCc3ccc(OC)cc3)ccc21,-2.4%
O=C(Cn1cc(S(=O)(=O)Cc2ccc(F)cc2)c2ccccc21)NCCc1ccccc1,-0.2%

The results go on:
SMILES,Epigenetic reg
CC(C(=O)NCc1ccccc1Cl)n1ccc2cc(S(=O)(=O)N3CCCCC3)ccc21 (stereo not drawn),-0.1%
Cc1ccc(C)c(NC(=O)CN2CCSc3ccc(S(=O)(=O)N4CCCC4)cc32)c1,14%
Cc1c(Cl)cccc1NC(=O)C(=O)NCCc1csc(-c2ccc(C(F)(F)F)cc2)n1,2.5%
Cc1ccc(C)c(NC(=O)CCNS(=O)(=O)c2ccc3c(c2)CCCC(=O)N3)c1,-1.3%
CCOC(=O)C1CCCN(c2cc(C)nc3c(-c4ccccc4OC)c(C)nn23)C1 (stereo not drawn),-0.2%
O=C(Cn1cc(SCc2ccccc2Cl)c2ccccc21)N1CCCCCC1,2.6%
COC(=O)c1cccc(Nc2c(-c3ccc(O)cc3)nc3nc[nH]n23)c1,1.3%
CCOC(=O)Cn1c(=O)n(CC2CCCO2)c2nc(-c3ccc(CC)cc3)nc(C(N)=O)c21 (stereo not drawn),6.8%
O=C(Nc1ccccc1Cl)C1CCN(c2nc3ccccc3nc2C(F)(F)F)CC1,0.2%
CN(C)c1ccc(CNC(=O)Cn2c(-c3cccs3)cc3cc(Cl)ccc32)cc1,0.0%
CN(C)c1ccc(CNC(=O)CN2C(=O)c3cccnc3Oc3ccc(Cl)cc32)cc1,-1.2%
Cc1cc(C)c(NC(=O)CSc2n[nH]c(-c3ccccc3Cl)n2)c(C)c1,-5.2%
CCN(Cc1ccccc1)C(=O)c1cn(-c2cccc(OC)c2)c(=O)c2ccccc12,0.8%
Cc1cccc(NC(=O)c2nc(S(C)(=O)=O)ncc2Cl)c1,0.0%
COc1cc2c(cc1OC)C(CC(=O)O)N(C(=O)Nc1cc(OC)c(OC)c(OC)c1)CC2 (stereo not drawn),2.7%
CCOC(=O)N1CCN(C(=O)c2ccc3c(c2)N(Cc2cccc(Cl)c2)C(=O)c2ccccc2S3=O)CC1 (stereo not drawn),-0.2%
O=C(Cc1ccccc1)Nc1cccc(-c2cn3cccnc3n2)c1,0.8%
CC(C)(Oc1ccc(Cl)cc1)C(=O)Nc1nnc2n1CCS2,1.4%
CCC(CC)C(=O)Nc1cccc(-c2cn3cccnc3n2)c1,1.4%
COC(=O)c1ccc(NS(=O)(=O)c2c(C)nc3sccn3c2=O)cc1,-2.4%
CCCn1c2ccccc2c2cnn(CC(=O)N3CCC(C)CC3)c(=O)c21,-1.2%
Cc1cc(S(=O)(=O)Nc2ccc3[nH]c(=O)sc3c2)ccc1F,2.5%
CCN(CC)CCNC(=O)CN1C(=O)c2cccnc2Oc2ccc(C)cc21,-1.2%
O=C(NC1(C(F)(F)F)C(=O)Nc2c1c(=O)[nH]c(=O)n2-c1ccccc1)c1ccccc1Cl (stereo not drawn),-1.1%
CCCSCCCNC(=O)c1ccc(C)c(NC(=O)c2nsc3ccccc23)c1,0.6%
CCOC(=O)c1sc2ccccc2c1S(=O)(=O)N1CCN(c2cccc(OC)c2)CC1,2.9%
Cc1ccc(Nc2ncnc3onc(C)c23)cc1Cl,-1.3%
CCOc1ccc(NC(=O)Cn2c(=O)n(Cc3nc(-c4ccccc4)no3)c(=O)c3cc4c(cc32)OCO4)cc1,-1.4%
COc1ccc(CNS(=O)(=O)c2ccc3c(c2)NC(=O)C(C)C(=O)N3)cc1 (stereo not drawn),2.8%
CC(NC(=O)CCCC1=NS(=O)(=O)c2ccccc2N1)c1ccccc1 (stereo not drawn),0.0%
O=C(NCCc1ccccc1)c1ccc(CSc2nc3cccnc3n2Cc2ccc(F)cc2)cc1,-1.2%
O=C(Nc1ccc(Br)cc1F)N1CCC(CN2CCCC2)CC1,-1.2%
COc1ccc(Cl)cc1NC(=O)c1c(NCc2ccc(C)o2)sc2c1CCC(C)C2 (stereo not drawn),-0.2%
Cc1nn2c(C)c(C(=O)NCc3cccc(Br)c3)cnc2c1-c1ccccc1,1.5%
CC(C)c1nn2c(=O)cc(COC(=O)c3ccc(NC(=O)c4cccs4)cc3)nc2s1,-2.4%
Cc1ccc(Cl)cc1N1CCN(C(=O)c2c(C)oc3ncnc(N4CCCCC4)c23)CC1,-1.3%
COc1ccc(C)c2sc(N(Cc3cccnc3)C(=O)COc3ccccc3)nc12,0.4%
CCN(CC)c1nn2c(=O)c(C(=O)NCc3cccc(OC)c3OC)cnc2s1,0.0%
CCOCCc1nn2c(=O)cc(COC(=O)COc3ccc(C)c(C)c3)nc2s1,0.8%
CCOC(=O)c1ccc(NC(=O)c2csnn2)cc1,0.0%
CCCn1c2ccccc2c2cnn(CC(=O)Nc3ccc(C)cc3Br)c(=O)c21,-0.8%
CC(C)Cc1nn2c(=O)cc(COC(=O)CNC(=O)c3ccc(C(C)(C)C)cc3)nc2s1,1.5%
CC(=O)Nc1ccc(NC(=O)CSc2nccn2Cc2ccc3c(c2)OCO3)cc1,0.8%
COc1ccc(OC)c(NC(=O)C(C)n2c(=O)c(-c3ccccc3NC(C)=O)nc3ccccc32)c1 (stereo not drawn),-7.5%
CN1CCN(C2(CNC(=O)c3ccc([N+](=O)[O-])cc3)CCCCC2)CC1,0.0%
COc1ccc(C(=O)Nc2ccc(C(=O)OCc3cc(=O)n4nc(C(C)C)sc4n3)cc2)cc1,1.5%
O=C(c1cccs1)N1CCCc2cc(NS(=O)(=O)c3cc(F)ccc3F)ccc21,-2.6%
Cc1ccc(CN(C(=O)COc2cccc(Cl)c2)c2ccccn2)o1,-1.6%
CCOc1ccccc1Nc1sc(C(=O)c2ccccc2)c(N)c1C(=O)Nc1ccc(F)cc1,-1.3%
Cc1ccc(NC(=O)CSc2nc(-c3ccccc3Cl)nc3cc(=O)[nH]n23)c(C)c1,-1.0%

Remaining list, next part
SMILES,Epigenetic reg
CCc1cccc(-n2c(=O)c3cccnc3n2CC(=O)Nc2ccccc2C(=O)OC)c1,6.0%
Cc1cc(C)c(NS(=O)(=O)c2cc(-c3onc(C)c3C)ccc2C)c(C)c1,3.8%
CCC(=O)N1c2ccccc2CC1C(=O)NCc1cc(OC)ccc1OC (stereo not drawn),1.4%
Cc1cccc(NC(=O)CCn2nc(-c3ccccc3)c3ccccc3c2=O)c1,-1.7%
COc1ccc(C)cc1-n1cnc2cc(C(=O)NC3CCCC3)ccc21,-1.1%
CCc1cccc(C)c1NC(=O)C1CCN(S(=O)(=O)c2c(C)noc2/C=C/c2c(C)cc(C)cc2C)CC1,-0.6%
CCc1ccc(N2CCn3c2nc2c3c(=O)n(Cc3cccc(C)c3)c(=O)n2C)cc1,0.0%
COc1ccccc1CNC(=O)CCCN1C(=O)CSc2c1c(C)nn2-c1ccccc1,0.0%
COC(=O)c1ccc(Cl)cc1NC(=O)N(C)CCc1c(C)nn(C)c1C,-0.9%
